Screens deposited in PubChem BioAssay by several laboratories.
mABHD4 FP = inhibits mouse alpha/beta hydrolase domain 4 | 370,000 tested, 0.54% active | inhibition, % at 8.92 µM | Q8VD66 | purified mABHD4, FP-Rh probe fluorescence polarization;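 active = inhibition exceeding the mean over every tested compound plus 3 SD, cut at about 30% in these data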;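 note: 0% = plate median of compound wells and 100% = S159A mutant with DMSO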
Target sequence (Q8VD66 whole entry, looked up, the tested form may be a part): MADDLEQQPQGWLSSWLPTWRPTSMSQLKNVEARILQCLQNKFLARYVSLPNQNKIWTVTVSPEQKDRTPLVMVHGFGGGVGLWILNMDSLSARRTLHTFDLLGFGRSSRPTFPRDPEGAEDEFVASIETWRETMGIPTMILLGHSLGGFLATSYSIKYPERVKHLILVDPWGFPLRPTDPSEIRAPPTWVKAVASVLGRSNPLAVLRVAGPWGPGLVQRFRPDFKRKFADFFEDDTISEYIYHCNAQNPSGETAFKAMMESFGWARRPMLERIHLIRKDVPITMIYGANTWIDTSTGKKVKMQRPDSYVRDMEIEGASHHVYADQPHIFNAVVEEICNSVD
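Test system: mABHD4 protein; Read-out basis: % inhibition; Incubation: 45 min + 60 min at 25 °C; Repeats: single replicate; Technique: fluorescence polarization with parallel and perpendicular emission, 525/598 nm; Compound: 8.92 µM, single dose; Benchmarks: full inhibition S159A mutant plus DMSO, zero as sample-well median.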
SIAE inh = inhibitors of human sialic acid acetylesterase SIAE; Q9HAT2; SIAE FP-Rh probe binding, fluorescence polarization; 370,000 tested, 0.69% active; AID 1053197; inhibition, % at 9.66 µM;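 active = inhibition above a cutoff: mean of compounds within the control limits plus 3 SD of those, cut at about 17% in these data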;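 note: 0% = plate median of compound wells and 100% = probe without SIAE protein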
Target sequence (Q9HAT2 whole entry, looked up): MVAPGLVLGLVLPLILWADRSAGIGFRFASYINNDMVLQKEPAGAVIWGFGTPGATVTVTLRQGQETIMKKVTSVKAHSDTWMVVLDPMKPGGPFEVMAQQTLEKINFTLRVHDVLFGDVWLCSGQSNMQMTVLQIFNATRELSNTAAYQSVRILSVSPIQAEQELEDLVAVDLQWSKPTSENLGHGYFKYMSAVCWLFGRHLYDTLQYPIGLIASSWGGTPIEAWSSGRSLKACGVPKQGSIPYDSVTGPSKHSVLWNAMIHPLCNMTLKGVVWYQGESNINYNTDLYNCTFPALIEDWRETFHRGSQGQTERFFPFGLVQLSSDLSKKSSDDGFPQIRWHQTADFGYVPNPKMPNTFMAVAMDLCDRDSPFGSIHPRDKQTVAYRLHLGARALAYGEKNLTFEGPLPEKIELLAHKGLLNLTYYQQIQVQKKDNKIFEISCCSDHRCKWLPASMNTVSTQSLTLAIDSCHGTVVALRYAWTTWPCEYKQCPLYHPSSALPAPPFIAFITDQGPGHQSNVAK
PRMT1 FP inh = blocks human protein arginine methyltransferase 1 | Q99873 | recombinant PRMT1, activity-based probe fluorescence polarization | inhibition, % at 2.79 µM | 370,000 tested, 1.3% active | AID 652257;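 active = inhibition above about 21% made by adding two undisclosed values, limit read from the data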
GC-A act = GC-A (human) enzyme activation | HEK293 GC-A cells, cGMP TR-FRET, EC30 ANP; 0% at EC30 ANP, 100% saturating ANP | 370,000 tested, 0.14% active | P16066 | activation, % at 10 µM; in the data active = activation above about 40%
HTRA1 inhibitor = blocks human HTRA1 serine peptidase | Q92743 | recombinant HTRA1, FP-rhodamine activity-based probe, fluorescence polarization | inhibition, % at 5.96 µM | 340,000 tested, 0.5% active | AID 504803; in the data active = inhibition above about 36%;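 note: 0% = enzyme with DMSO and 100% = wells lacking enzyme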
UHRF1 binding = UHRF1 methyl-DNA binding inhibition; UHRF1 binding to methylated oligo, TR-FRET; AID 687016; Q96T88; inhibition, % at 4.4 µM; 370,000 tested, 0.75% active; in the data active = inhibition above about 21%;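 note: UHRF1 SRA domain binding a hemimethylated CpG hairpin DNA probe; 0% = median of test compound wells and 100% = reference inhibitor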
MBD2 DNA inh = MBD2-methylated oligo binding inhibition; Q9UBB5; TR-FRET, MBD2 binding to methylated oligonucleotide; inhibition, % at 4.4 µM; 370,000 tested, 0.31% active; AID 686964; in the data active = inhibition above about 13%
NPR2 activator = GC-B (human) receptor activation | activation, % at 10 µM | P20594 | 370,000 tested, 0.11% active | HEK293-GC-B cells, CNP EC30, cGMP TR-FRET; 0% at EC30 CNP, 100% saturating CNP;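 active = activation at 10 µM reaching about 35% in either raw or pattern-adjusted values, limit read from the data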
rCAG RNA binder = molecules binding r(CAG) RNA repeats; 370,000 tested, 1.3% active; r(CAG) RNA repeat, TO-PRO-1 dye displacement fluorescence; inhibition, % at 3 µM;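 active = inhibition above the plate cutoff, the mean of all test compounds on that plate plus 3 SD, cut at about 35% in these data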;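 note: 0% = DMSO alone and 100% = 100 µM mitoxantrone as full dye displacement; higher means more dye released from RNA so lower well fluorescence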
TCR CD3 inh = inhibitors of human TCR-CD3 interaction | TAMRA-labeled TCR probe fluorescence, biochemical | inhibition, % at 9.4 µM | 360,000 tested, 0.37% active | AID 651800; in the data active = inhibition above about 19%;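 note: recombinant mutant TCR 2C K166C tagged with TAMRA read by polarization; 0% = receptor in buffer alone and 100% = receptor with positive control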
* = called active by the depositor; . = no result given. A portion of the library, so the mix of outcomes need not match the whole.

SMILES	mABHD4 FP	SIAE inh	PRMT1 FP inh	GC-A act	HTRA1 inhibitor	UHRF1 binding	MBD2 DNA inh	NPR2 activator	rCAG RNA binder	TCR CD3 inh
COc1cc(S(=O)(=O)Nc2cc(C)cc(C)c2)ccc1F	3	-3	-1	-9	-6	0	2	-5	5	2
Cc1ccccc1-c1nc(CN2CCC(C(=O)N3CCN(c4ccccn4)CC3)CC2)c(C)o1	4	1	-6	0	-2	-5	-4	-1	-6	3
CN(C)S(=O)(=O)c1ccc(C(=O)Nc2cccc(C(=O)N3CCOCC3)c2)cc1	6	-3	-3	0	-1	1	-1	-1	-4	-1
Cc1cc(=O)[nH]c(SCC(=O)Nc2ccc(Br)cn2)n1	-1	1	1	-1	-7	1	0	-8	5	5
O=C(O)CCN1C(=O)C2C3C=CC(C3)C2C1=O (centres undefined)	4	-2	1	0	-1	17	6	9	0	-2
COC(=O)c1c(NC(=O)c2ccc(S(=O)(=O)N3CCOCC3)cc2)sc2c1CCN(C)C2	-3	4	1	-3	.	17	9	1	-2	3
CCC1(c2ccc(F)cc2)NC(=O)N(CC(=O)Nc2ccccc2Cl)C1=O (centres undefined)	-6	9	-3	-1	4	-2	2	3	-2	5
O=C1CC(c2ccc(F)cc2)Cc2nc(N3CCOCC3)ncc21 (centres undefined)	-1	9	2	0	-1	-3	-2	-2	-7	2
Cn1nnc2cc(C(=O)N3CCN(c4ccccc4)CC3)ccc21	3	3	-5	-2	3	0	0	-3	-5	-3
CN(CC(=O)Nc1ccccc1Cl)C(=O)C1CSC2(C)CCC(=O)N12 (centres undefined)	-7	0	1	1	4	-3	0	-1	2	-11
O=C(CCC1COc2ccccc2O1)N1CCCC1 (centres undefined)	-9	-14	4	0	9	9	9	-1	0	-6
O=C(Nc1ccccc1Cc1ccccc1)c1ccncc1	3	4	1	0	0	2	4	9	-5	-5
O=C(NC1CCCC1)C1CCN(C(=O)Nc2cccc(Cl)c2)CC1	-13	8	2	7	-1	4	9	4	2	-4
O=C(O)C1C2OC3C(OC(=O)C31)C2Br (centres undefined)	0	3	3	-2	9	-1	-5	-1	-1	-1
NS(=O)(=O)c1cnccc1Oc1cccc(Cl)c1	1	-4	-6	3	0	7	-1	0	1	-3
O=C(CCS(=O)(=O)c1cc(Br)cc2c1N(C(=O)C1CC1)CC2)N1CCN(c2ccccn2)CC1	-7	-2	-6	-5	5	-3	-5	-2	-6	-4
CC(NC(=O)c1ccc(Br)o1)C1CCCO1 (centres undefined)	-4	4	-2	5	7	3	0	-1	0	-8
CC/C(=N\NC(=O)c1ccc2c(c1)OCO2)C12CC3CC(CC(C3)C1)C2	4	7	0	5	3	-3	-8	3	-1	4
Cc1noc(/C=C/N(C)C)c1S(=O)(=O)N1CCCC(C(=O)NCc2cccs2)C1 (centres undefined)	-16	3	-5	0	-30	-1	-3	0	16	2
O=C(O)c1ccccc1/C=N/Nc1nc(N2CCCCC2)nc(N2CCCCC2)n1	-2	-4	-3	0	.	-5	3	-2	0	2

Entries above that have two or more sulfur atoms, in the order listed:
SMILES	mABHD4 FP	SIAE inh	PRMT1 FP inh	GC-A act	HTRA1 inhibitor	UHRF1 binding	MBD2 DNA inh	NPR2 activator	rCAG RNA binder	TCR CD3 inh
COC(=O)c1c(NC(=O)c2ccc(S(=O)(=O)N3CCOCC3)cc2)sc2c1CCN(C)C2	-3	4	1	-3	.	17	9	1	-2	3
Cc1noc(/C=C/N(C)C)c1S(=O)(=O)N1CCCC(C(=O)NCc2cccs2)C1 (centres undefined)	-16	3	-5	0	-30	-1	-3	0	16	2

Following part
SMILES	mABHD4 FP	SIAE inh	PRMT1 FP inh	GC-A act	HTRA1 inhibitor	UHRF1 binding	MBD2 DNA inh	NPR2 activator	rCAG RNA binder	TCR CD3 inh
Cc1cc(C)c(C(=O)COC(=O)Cn2nc(-c3ccccc3)oc2=O)cc1C	0	0	-2	1	-4	-4	2	-3	4	1
CN(C(=O)CN1C(=O)NC2(CCc3ccccc32)C1=O)C1CCCCC1 (centres undefined)	0	1	-2	0	.	-1	-5	9	2	8
CCc1cc2ccc(C)cc2nc1SCC(=O)NC1CCCC1	0	6	0	-8	-4	0	3	-5	3	0
CN(C)C=Nc1nonc1-c1ncn[nH]1	0	6	0	3	6	-2	-7	0	-1	5
CCCCCCn1c(-c2ccco2)nc2oc3cc(OC)ccc3c(=O)c2c1=O	-3	5	-3	3	-12	-1	-2	8	7	-1
COc1ccc(N(C)S(=O)(=O)c2cccc(C(=O)OCC(=O)Nc3sc4c(c3C#N)CCCCC4)c2)cc1	-4	-1	-1	2	6	-4	-4	-1	3	4
CC(C)Oc1ccc(C(=O)Nc2cccc(S(=O)(=O)N3CCCC3)c2)cc1	-28	-9	1	2	-14	5	-5	-2	2	-8
Cc1ccc(S(=O)(=O)NC(C)(C)C)cc1C(=O)OC(C)C(=O)NC1CC1 (centres undefined)	0	3	-3	4	-3	1	-3	-4	-3	14
Cc1ccc(S(=O)(=O)N2CCN(C(=O)COC(=O)CCOc3cc(C)ccc3C)CC2)c(C)c1	-3	-1	-1	-1	-20	-2	4	-1	5	4
C[C@@H]1C[C@H]2[C@@H]3C[C@H](F)C4=CC(=O)C=C[C@]4(C)[C@@]3(F)[C@@H](O)C[C@]2(C)[C@@]1(O)C(=O)CO	5	2	2	-6	-3	4	4	3	1	3
COc1ccc(CCN2CCC(CN3C(=S)NC[C@@H]3Cc3ccccc3)CC2)cc1OC	0	3	-1	3	.	-3	-1	3	5	-4
COc1ccccc1Cc1c(C(C)(C)C)nc2ccc(C)cn12	4	3	2	-5	.	23*	2	-2	1	4
Cn1c(=O)c2c(nc(Sc3ncnn3CC(=O)N3CCOCC3)n2C)n(C)c1=O	-3	4	-2	6	5	-2	0	-1	2	8
CNC(=O)CN1C(=O)CSc2nc(C)cc(C)c21	2	5	-1	1	0	-1	-6	-2	-1	-6
CNC(=O)CSc1nnc(-c2cccs2)o1	10	-7	3	4	5	1	3	1	-1	-3
OCC1(CC2CCCCO2)CCN(Cc2cccc(O)c2)CC1 (centres undefined)	-7	-9	6	6	-6	5	2	-2	-1	0
CCc1ccccc1N1C(=O)[C@@H]2Cc3ccccc3CN2C1=O	-14	5	9	-14	6	5	10	2	-8	-3
Cc1cc(C)c2oc(=O)cc(CN3CCC(C)CC3)c2c1	-6	-4	-2	2	-8	-1	2	6	2	3
C/C(=N\NC(=O)C1CC1c1ccccc1)c1cccs1 (centres undefined)	-12	0	1	1	1	-2	7	-6	-3	-8
CCN(CC)CCCNC(=O)c1cn(CC)c2ccc(S(=O)(=O)N3CCc4ccccc4C3)cc2c1=O	-2	-7	-2	-1	0	1	1	-1	0	8

Marked active in UHRF1 binding, of those listed so far:
compound | mABHD4 FP | SIAE inh | PRMT1 FP inh | GC-A act | HTRA1 inhibitor | UHRF1 binding | MBD2 DNA inh | NPR2 activator | TCR CD3 inh
COc1ccccc1Cc1c(C(C)(C)C)nc2ccc(C)cn12 | 4 | 3 | 2 | -5 | . | 23* | 2 | -2 | 4

Ordered by value in UHRF1 binding (smallest number first): seven from the list above
| Structure | UHRF1 binding |
| --- | --- |
| COc1ccc(N(C)S(=O)(=O)c2cccc(C(=O)OCC(=O)Nc3sc4c(c3C#N)CCCCC4)c2)cc1 | -4 |
| COc1ccc(CCN2CCC(CN3C(=S)NC[C@@H]3Cc3ccccc3)CC2)cc1OC | -3 |
| Cn1c(=O)c2c(nc(Sc3ncnn3CC(=O)N3CCOCC3)n2C)n(C)c1=O | -2 |
| CN(C(=O)CN1C(=O)NC2(CCc3ccccc32)C1=O)C1CCCCC1 (centres undefined) | -1 |
| CCc1cc2ccc(C)cc2nc1SCC(=O)NC1CCCC1 | 0 |
| CNC(=O)CSc1nnc(-c2cccs2)o1 | 1 |
| CCc1ccccc1N1C(=O)[C@@H]2Cc3ccccc3CN2C1=O | 5 |

Further records
SMILES	mABHD4 FP	SIAE inh	PRMT1 FP inh	GC-A act	HTRA1 inhibitor	UHRF1 binding	MBD2 DNA inh	NPR2 activator	rCAG RNA binder	TCR CD3 inh
CCC(=O)N1CCc2cc(Br)cc(S(=O)(=O)N(C)c3ccc(OC)cc3)c21	0	1	-1	-7	-13	0	-6	4	3	2
CCN(CC)CCNC(=O)c1ccc(NC(=O)c2ccc(C(=O)c3ccccc3)cc2)cc1	-6	-3	-2	-3	-3	-2	-1	0	-1	2
CC(C(=O)Nc1ccccc1C(=O)N1CCCC1)n1nnc2ccccc21 (centres undefined)	4	7	-4	2	2	4	-4	3	1	13
O=C(c1ccco1)N(Cc1ccc([N+](=O)[O-])cc1)c1ccc(Br)cc1	1	-1	2	-16	-16	4	-1	-7	0	-4
CN1C(=O)C(CC(=O)Nc2ccc(Cl)cc2)N(Cc2ccco2)C1=S (centres undefined)	-1	-12	5	3	-19	2	5	-3	10	-8
O=C(NCc1cccc(F)c1)Nc1nnc([C@@H]2C[C@H](O)[C@@H](CO)O2)s1	-10	-5	-6	3	.	-3	-1	7	-1	2
COCC(=O)Nc1ccc(Br)cc1	-12	1	-1	2	-5	3	8	5	3	-7
Cc1ccc(C(=O)NCCCCNC(=O)c2ccc(C)o2)o1	1	1	-2	-1	-5	-1	-2	1	5	5
COc1cccc(CN(C)Cc2nc(C3CC3)no2)c1	-3	3	0	0	-15	-2	-1	-3	-1	4
CCOC(=O)/C(=N\Nc1cccc(Cl)c1)Sc1nnc(-c2ccc(OC)cc2)n1C	-8	7	0	0	0	2	7	-1	8	-8
Cc1cccc(C)c1NC(=O)CNC(=O)c1ccc(COc2ccccc2)o1	-3	1	-2	-1	1	-3	0	-1	2	4
O=S(=O)(NCCCCCNS(=O)(=O)c1c(F)cccc1F)c1ccc2c(c1)OCCO2	-4	2	0	1	2	1	4	1	0	0
CN(CC(=O)Nc1ccc(N2CCOCC2)cc1)C(=O)c1ccc(CS(C)(=O)=O)cc1	-1	-3	4	-1	6	-2	4	3	4	1
COc1ccc(-c2nc(C3CCCCC3)c3cc(OC)ccc3n2)cc1	2	8	-2	-3	-4	0	-4	-7	1	2
CCOC(=O)c1[nH]c(C)c(C(=O)Nc2ccccc2F)c1C	3	-5	0	0	-7	-1	4	-1	-3	4
Cc1c(C)c2ccc(OCC(=O)N3CCC[C@@H]3C(=O)O)c(C)c2oc1=O	7	5	2	1	-2	0	-3	-6	2	4

Single records, from the list above. Order of values: mABHD4 FP | SIAE inh | PRMT1 FP inh | GC-A act | HTRA1 inhibitor | UHRF1 binding | MBD2 DNA inh | NPR2 activator | rCAG RNA binder | TCR CD3 inh
Cc1cc(C)c2oc(=O)cc(CN3CCC(C)CC3)c2c1 in the list: -6 | -4 | -2 | 2 | -8 | -1 | 2 | 6 | 2 | 3
COc1ccc(CCN2CCC(CN3C(=S)NC[C@@H]3Cc3ccccc3)CC2)cc1OC in the list: 0 | 3 | -1 | 3 | . | -3 | -1 | 3 | 5 | -4
CN(CC(=O)Nc1ccc(N2CCOCC2)cc1)C(=O)c1ccc(CS(C)(=O)=O)cc1 in the list: -1 | -3 | 4 | -1 | 6 | -2 | 4 | 3 | 4 | 1
O=C(Nc1ccccc1Cc1ccccc1)c1ccncc1 in the list: 3 | 4 | 1 | 0 | 0 | 2 | 4 | 9 | -5 | -5
